# Compound activity (PubChem)
# D1 PAM: enhances dopamine response at the human D1 receptor. P21728. HEK293 TREx D1 cells, calcium flux, dopamine EC20 potentiation. potentiation, % at 10 µM. 360,000 tested, 0.036% active. AID 504651; in the data active = potentiation above about 30%; also: 0% is about no effect
# D2 PAM: positively modulates the human D2 dopamine receptor allosterically; P14416; HEK293 T-REx D2, calcium flux, EC20 dopamine potentiation; potentiation, % at 10 µM; 340,000 tested, 0.34% active; AID 485347;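 active = potentiation over 3 SD above the plate norm, cut at about 30% in these data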; also: 0% is about no effect
#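 Calcium flux readout, no-wash dye, 1 read/s. Inducible HEK293 Trex D2 line, overnight 30 C. Compound alone 180 s (agonist flags), then EC20 dopamine, another 180 s to score potentiation.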
# D1 antag: human D1 dopamine receptor antagonism; AID 504652; P21728; activity change, negative = inhibition, % at 10 µM; 360,000 tested, 3.2% active; HEK293 TREx D1 cells, calcium flux, dopamine EC80; stronger effect = lower value; in the data active = activity change below about -30%; also: % is scaled to controls: 0 for no effect and ±100 for the full control effect
#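 Kinetic fluorescence of a calcium dye serves as the read-out. D1-expressing Hek293 Trex cells, induced overnight at 30 C, are exposed to compound for 180 s before an EC80 dopamine addition, then read 180 s further.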
# LDHA inh: inhibitors of human lactate dehydrogenase A; P00338; purified LDHA, NADH/diaphorase-resazurin fluorescence; stronger effect = lower value; activity change, % (values are at about 110 or 230 µM); 480,000 tested, 0.15% active; AID 1347041; in the data active = activity change below about -30%; inconclusive = mostly about -25% to -30%;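 also: plate controls were DMSO wells for no effect and wells without enzyme for full effect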
#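 Human LDH5 at 2 nM final in Tris HCl pH 7.4 with 0.06 mM NADH and 0.2 mM pyruvate, reacted 5 minutes at room temperature. Remaining NADH coupled via diaphorase/resazurin; resorufin fluorescence read at 0 and 20 minutes, normalized to enzyme-free and DMSO wells.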
# D1 ag: human D1 receptor agonism; HEK293 T-REx D1 cells, calcium flux, agonist mode; activation, % at 2 µM; 360,000 tested, 1% active; in the data active = activation above about 30%; also: 0% is about no effect
#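 Tetracycline-induced HEK293 TREx D1 cells, force-coupled to calcium signalling, were dye-loaded with a no-wash calcium kit. Compound was pin-added after a 10 s baseline. Fluorescence was read kinetically at 1 cycle/s for 180 s, with calcium rises flagged as agonism.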
# RXFP1 ag: RXFP1 (human) receptor agonism; Q9HBX9; HEK293T-RXFP1 cAMP TR-FRET, 30 min; response scale: percent of porcine relaxin response, buffer zero; Potency, µM (highest dose often 57.5 µM), for the others: at the top dose activation, hits mostly activators; 370,000 tested, 0.3% active; also: potency is read from the fitted curve at half-maximal effect; % is scaled to controls: 0 for no effect and ±100 for the full control effect; nearly all actives have a fitted effect of over 60% in size; many of its hits are not listed in these tables
# Target sequence (Q9HBX9 whole entry, looked up): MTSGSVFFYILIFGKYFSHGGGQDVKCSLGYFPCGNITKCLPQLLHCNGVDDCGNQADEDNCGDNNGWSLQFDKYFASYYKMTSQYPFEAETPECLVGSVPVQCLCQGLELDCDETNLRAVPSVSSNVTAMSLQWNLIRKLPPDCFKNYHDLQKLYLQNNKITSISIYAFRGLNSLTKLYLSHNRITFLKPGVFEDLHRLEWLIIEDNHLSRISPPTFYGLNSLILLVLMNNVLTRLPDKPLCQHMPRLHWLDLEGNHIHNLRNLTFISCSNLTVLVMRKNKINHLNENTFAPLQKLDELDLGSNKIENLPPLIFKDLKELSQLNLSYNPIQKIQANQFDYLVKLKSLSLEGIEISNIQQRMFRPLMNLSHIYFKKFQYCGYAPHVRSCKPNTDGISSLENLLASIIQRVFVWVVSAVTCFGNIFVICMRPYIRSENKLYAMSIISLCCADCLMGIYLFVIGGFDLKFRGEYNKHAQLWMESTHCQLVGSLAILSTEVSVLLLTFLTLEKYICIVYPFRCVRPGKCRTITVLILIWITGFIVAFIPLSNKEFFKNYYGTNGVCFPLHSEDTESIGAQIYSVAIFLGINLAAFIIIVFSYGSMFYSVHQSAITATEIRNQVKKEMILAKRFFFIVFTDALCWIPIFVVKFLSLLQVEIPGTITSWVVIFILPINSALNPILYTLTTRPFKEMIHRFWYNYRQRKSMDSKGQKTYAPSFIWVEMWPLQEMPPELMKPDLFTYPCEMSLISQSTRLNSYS
#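 Agonist response is measured as cAMP accumulation in an RXFP1-transfected HEK293T line under PDE4 inhibition. Values are scaled between buffer-only and 29 nM porcine relaxin, and EC50s come from standard Hill equation fits.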
# Vif-A3F inh: inhibitors of Vif-A3F interaction; HeLa A3F-eYFP + Vif (tagged APOBEC3F with the HIV-1 protein that degrades it), YFP fluorescence increase; 390,000 tested, 0.2% active; AID 602313; Potency, µM (series often up to 46.1 µM), for the others: top-dose activity, negative = active; also: potency is read from the fitted curve at half-maximal effect; % of control where 0% means no effect; nearly all actives have a fitted effect of over 65% in size
#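 Fluorescence increase (Ex 488/Em 500-530) after overnight compound treatment at 37 deg C flags inhibition of Vif-driven A3F-eYFP loss in stable HeLa A3F-eYFP/Vif cells seeded overnight beforehand.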
# Glioma ERSR ind: induces the endoplasmic reticulum stress response in human glioma cells; U87-MG GRP78 promoter luciferase reporter, 16 h; Potency, µM, without a hit: at the top dose activation, hits mostly activators; AID 602332; 420,000 tested, 0.02% active; also: potency is read from the fitted curve at half-maximal effect; series mostly up to about 76 µM; % of control where 0% means no effect; nearly all actives have a fitted effect of over 35% in size
#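 Stably transfected U87-MG glioma cells carrying a GRP78-based luciferase sensor; 16 h compound incubation. Luminescence end-point read 10 min after Bright-Glo addition at room temperature.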
# Vif-APOBEC3G blk: Vif-A3G binding inhibition. HeLa A3G-eYFP + Vif (tagged APOBEC3G with the HIV-1 protein that degrades it), YFP fluorescence, overnight. 410,000 tested, 0.076% active. Potency, µM (top dose mostly 46.1 µM), for the others: at the top dose activity, negative = active, hits mostly inhibitors. AID 602310;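 also: potency is read from the fitted curve at half-maximal effect; % is scaled to controls: 0 for no effect and ±100 for the full control effect; nearly all actives have a fitted effect of over 60% in size; hits raise eYFP signal because A3G escapes Vif-driven loss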
# Target sequence (Q9HC16 whole entry, looked up): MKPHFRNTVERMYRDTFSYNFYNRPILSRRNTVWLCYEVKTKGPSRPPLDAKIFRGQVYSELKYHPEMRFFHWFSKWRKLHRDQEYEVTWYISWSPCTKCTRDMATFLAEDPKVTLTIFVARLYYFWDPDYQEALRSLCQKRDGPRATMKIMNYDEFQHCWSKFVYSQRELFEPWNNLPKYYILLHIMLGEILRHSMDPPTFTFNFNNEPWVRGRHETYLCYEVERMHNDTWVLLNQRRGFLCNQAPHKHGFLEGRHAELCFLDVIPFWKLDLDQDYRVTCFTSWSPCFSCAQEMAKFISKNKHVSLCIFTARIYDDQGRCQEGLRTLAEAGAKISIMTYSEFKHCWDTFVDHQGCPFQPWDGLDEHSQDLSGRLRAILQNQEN
#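 HeLa cells stably expressing Vif and C-terminally eYFP-tagged A3G, seeded overnight at 37 deg C, then exposed to compound by pintool overnight at 37 deg C. Rise in yellow fluorescence (Ex 488/Em 500-530, Acumen) marks blocked Vif-driven A3G degradation.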
# * marks the source's active call; other numbers are inactive results; u = inconclusive; x = not tested or not shown; [ ] = dose if it differs, or a comment. Unless noted, calls follow the shape of the dose curve; as a rule, active = well fitted curve in the direction sought with a large enough effect; inconclusive = small, poorly fitted or top-dose-only effect, or another doubt; inactive = no such curve, though single readings can be large; an effect the other way counts as inactive or inconclusive. Not all compounds are listed; the hit share may differ from the screen's.
SMILES,D1 PAM,D2 PAM,D1 antag,LDHA inh,D1 ag,RXFP1 ag,Vif-A3F inh,Glioma ERSR ind,Vif-APOBEC3G blk
O=C1NC(c2cccc([N+](=O)[O-])c2)Oc2ccccc21 (centres undefined),-2.1,0.5,-5.7,-2.7,1.3,3.5%,9.7%,-2.3%,0.6%
COc1ccc(S(=O)(=O)NC2CCCCC2)cc1C(=O)N1CCCCC1,-3.5,-5.5,9.4,-4.3,2.4,0.9%,u,-4.3%,1.4%
COc1cccc(-c2nc3ccc([N+](=O)[O-])cc3o2)c1,-0.1,-7.1,9.9,-0.6,2.3,12.0%,-2.2%,3.0%,-0.2%
Cc1ccc(C(CNC(=O)Nc2ccccc2)N2CCN(C)CC2)cc1 (centres undefined),6.5,-4.4,2.1,0.5,5.6,-3.0%,-4.2%,6.3%,1.9%
O=C(Nc1ccnn1C1CCN(C2CCC2)CC1)c1cccc(F)c1,-0.3,9.4,1.3,-0.2,4.6,-0.7%,-3.9%,-6.3%,1.0%
COCCNC(=O)c1cc(C(=O)CC(C)C)c[nH]1,4.2,-0.5,1.0,-7.8,1.9,0.9%,-5.6%,5.1%,1.2%
COc1ccccc1-n1c(SCC(=O)N2CCc3ccccc32)nc2c(c1=O)SCC2,7.1,3.2,-11.1,-0.8,0.9,1.6%,-0.8%,13.1%,-1.7%
CC(=O)c1cccc(NC(=O)CCN2C(=O)C3CC=CCC3C2=O)c1 (centres undefined),5.1,-14.8,-1.1,-2.2,0.4,1.5%,2.5%,-2.1%,2.0%
Cc1ccc(C)c(NC(=O)CN(C)S(=O)(=O)c2cccc3nsnc23)c1,-2.2,-1.3,-6.7,1.6,-0.8,2.6%,5.9%,-2.8%,1.8%
Cc1cc(C)c(N2C(=O)C3C4CC(=O)C(c5ccccc54)C3C2=O)c(C)c1 (centres undefined),0.8,5.2,8.0,1.1,2.2,0.0%,2.5%,-5.2%,0.9%
C#CCOc1ccc(C2C3=C(CC(C)(C)CC3=O)N(CC(=O)O)C3=C2C(=O)CC(C)(C)C3)cc1OC,-3.8,-1.1,0.6,-7.1,3.3,0.1%,-5.4%,-1.7%,1.2%
C[C@@H]1CN([C@@H](C)CO)C(=O)CCCn2cc(nn2)CO[C@H]1CN(C)S(=O)(=O)c1ccc2ccccc2c1,x,x,x,2.5,x,x,-6.5%,-5.9%,-10.1%
O=C(Nc1ccc(Cl)cc1)C1CCN(C(=O)NC2CCCCC2)CC1,-3.5,-19.6,6.5,-5.1,0.6,1.2%,2.6%,-5.5%,2.0%
O=C(C1COc2cc(S(=O)(=O)Nc3ccc(Cl)cc3)ccc2O1)N1CCCC1 (centres undefined),-5.5,-2.3,21.3,-9.7,19.9,-0.7%,2.0%,1.7%,-3.9%
COc1ccc(C(C(=O)NC2CCCC2)N(C(=O)Cc2cccs2)C2CC2)cc1OC (centres undefined),-2.1,-17.7,-0.6,-7.9,0.7,0.1%,0.7%,-4.7%,-1.9%
Cc1ccc(-c2ccc(C#N)c(=O)n2CC(=O)N(C)C)cc1,-1.4,7.2,-0.4,-1.7,0.9,3.6%,-1.3%,-2.0%,2.8%
Cc1cc(C(=O)CN2C(=O)NC(CCS(C)(=O)=O)C2=O)c(C)n1C1CC1 (centres undefined),x,x,x,1.1,x,x,0.7%,-1.1%,3.7%
CC(=O)c1ccc(N(CC(=O)NC2CCCCC2)C(=O)CNC(=O)c2ccco2)cc1,3.9,13.6,13.8,-0.1,1.9,3.3%,-6.9%,-3.2%,-0.2%
CC(C)C(=O)Nc1ccc(N2CCCC2)c(Cl)c1,-2.0,-4.8,-19.9,0.1,0.4,-3.1%,13.5%,4.2%,2.2%
Oc1ccc(Br)cc1-c1nc2cnccn2c1NC1CCCC1,-5.3,-3.9,-27.4,0.4,0.7,5.3%,-0.1%,-1.5%,-12.8%
O=C1c2ccccc2CC1(Cc1ccccc1)Cc1ccccc1,-2.0,5.0,-3.7,0.0,8.2,-2.2%,5.6%,-3.5%,-1.1%
Cc1cccc(C)c1Nc1c(-c2ccsc2)nc2cccc(C)n12,2.6,24.4,5.8,-15.9,0.2,-1.0%,-0.8%,-5.1%,0.4%
S=c1[nH]nc(-c2ccc3ccccc3n2)n1-c1cc(Cl)cc(Cl)c1,-11.3,-0.9,-25.7,-7.8,41.4*,25.0%,0.2%,2.5%,-10.8%
CCCCC(CC)C(=O)N1CCN(C(=O)c2ccco2)CC1 (centres undefined),-2.5,8.6,-13.1,-12.8,3.7,-0.2%,-14.3%,-3.3%,1.6%
Cc1cc(C(=O)N/N=C/c2cc(Cl)cc([N+](=O)[O-])c2O)c2ccccc2n1,-4.1,-4.2,-10.9,2.1,3.1,-1.6%,-0.1%,-3.7%,u

# A draw from above in order of number of heavy atoms, descending.
SMILES,D1 PAM,D2 PAM,D1 antag,LDHA inh,D1 ag,RXFP1 ag,Vif-A3F inh,Glioma ERSR ind,Vif-APOBEC3G blk
Cc1ccc(C(CNC(=O)Nc2ccccc2)N2CCN(C)CC2)cc1 (centres undefined),6.5,-4.4,2.1,0.5,5.6,-3.0%,-4.2%,6.3%,1.9%
O=C(Nc1ccc(Cl)cc1)C1CCN(C(=O)NC2CCCCC2)CC1,-3.5,-19.6,6.5,-5.1,0.6,1.2%,2.6%,-5.5%,2.0%
O=C1c2ccccc2CC1(Cc1ccccc1)Cc1ccccc1,-2.0,5.0,-3.7,0.0,8.2,-2.2%,5.6%,-3.5%,-1.1%

# Continued:
SMILES,D1 PAM,D2 PAM,D1 antag,LDHA inh,D1 ag,RXFP1 ag,Vif-A3F inh,Glioma ERSR ind,Vif-APOBEC3G blk
O=C(NN1CCOCC1)c1cc(-c2ccncc2)nc2ccccc12,7.2,8.3,11.0,-6.0,2.0,3.2%,-25.2%,-5.8%,-1.1%
CC(C)(CNCc1ccccc1)NS(=O)(=O)c1ccccc1,x,x,x,-0.9,x,x,-0.4%,-3.9%,-2.3%
O=c1[nH]c(N2CCCCCC2)nc2ncn(Cc3ccccc3)c12,1.0,3.8,-4.8,1.6,-0.4,3.4%,1.6%,-0.3%,-6.4%
Cc1cc(OCC(=O)Nc2sc3c(c2C#N)CC(C)(C)NC3(C)C)c(C(C)C)cc1Cl,4.2,6.6,31.3,-5.2,11.0,7.8%,-12.9%,-3.0%,1.2%
COc1ccc2nc3sc(C(=O)NCCc4ccc(Cl)cc4)cc3cc2c1,-3.0,3.8,-6.0,-5.2,-0.1,-41.5%[inhibitor],6.0%,-2.1%,1.5%
CCCNC(=O)CC1C(=O)N(Cc2ccccc2)C(C)c2nc3ccccc3n21 (centres undefined),0.5,-3.6,7.8,-5.1,5.2,1.2%,-0.3%,0.1%,3.7%
CCOC(=O)N1CCN(C(=O)C2CCN(C(=O)Nc3ccccc3)CC2)CC1,x,x,x,-0.3,x,x,4.8%,-1.4%,-0.2%
COc1ccc(NC(=O)CN2C(=O)C(=O)N(C3CCCC3)C2=O)c(OC)c1,x,x,x,-10.6,x,x,6.1%,-3.9%,-8.0%
COc1ccc(CNC(=O)CCC(=O)c2ccccc2)cc1,-3.6,-8.2,13.7,-3.4,2.2,0.9%,-2.4%,-2.2%,-5.5%
Cc1c(C)c2ccc(OCC(=O)c3ccccc3)cc2oc1=O,3.5,11.7,-1.1,-5.3,2.8,21.6%,-6.5%,10.8%,-2.4%
Cc1nn(C(=O)c2ccccc2)c(C)c1S(=O)(=O)N1CCOCC1,-1.4,5.4,-9.5,-7.4,-1.6,0.4%,-9.3%,-0.5%,1.1%
O=C(O)CCn1c(SCCOc2ccccc2F)nc2ccccc21,-6.3,-7.3,-3.3,-12.4,3.2,1.2%,-1.4%,5.6%,-4.0%
O=c1cc(-c2ccccc2)nc(N2CCN(Cc3ccc4c(c3)OCO4)CC2)[nH]1,-2.3,-8.4,-21.7,-6.8,-0.5,-1.7%,-1.7%,-6.7%,-1.3%
CCCSc1nc(C)cc(=O)[nH]1,-3.0,-5.5,-5.9,-6.3,2.3,0.5%,0.9%,-2.4%,0.6%
Cc1ccc(C)c(N(C(=O)c2snc(C(N)=O)c2N)C(C(=O)NCC2CCCO2)c2cccs2)c1 (centres undefined),-0.1,3.3,-4.5,-3.2,-2.9,2.6%,6.2%,-1.0%,-7.7%
Brc1ccc2nc(-c3c[nH]c4ccccc34)cn2c1,4.3,9.2,4.3,-6.4,-0.6,9.6%,11.0%,1.9%,-13.1%
CCOc1ccc(CCNC(=O)C(CC(C)C)N2Cc3ccccc3C2=O)cc1OCC (centres undefined),-0.3,-13.0,1.6,0.5,0.9,0.1%,1.6%,-0.9%,-5.0%
O=C(O)C1CCCN1C(=O)NC1CCCCC1 (centres undefined),-5.6,-9.3,8.1,2.3,0.1,-1.8%,-1.7%,-4.7%,1.3%
Cc1ccc(CN(C(=O)c2ccc([N+](=O)[O-])cc2)C2CCS(=O)(=O)C2)o1 (centres undefined),-1.1,-0.6,2.7,-2.2,1.3,-5.7%,-3.6%,-2.7%,0.5%
O=C1C2C3C=CC(CO)(O3)C2C(=O)N1c1ccc(-c2ccccc2)cc1 (centres undefined),-12.8,-9.0,-26.6,x,5.5,-0.1%,x,x,x
C=CCn1c(=N)n(CC(=O)c2ccc(OC)cc2)c2ccccc21,-3.0,-2.4,2.1,-3.3,7.0,0.7%,-24.0%,1.2%,-0.1%
C[C@@H]1CN([C@H](C)CO)C(=O)c2c(c3ccccc3n2C)-c2ccccc2CO[C@H]1CN(C)C(=O)c1cc(Cl)cc(Cl)c1,x,x,x,-1.2,x,x,6.8%,-2.3%,-0.5%
C=C1[C@H]2O[C@H]2[C@@H](OC(C)=O)[C@@]2(C)[C@@H](OC(C)=O)C[C@@H](OC(C)=O)[C@@](C)(O)[C@@H]2[C@@H](OC(C)=O)[C@@]2(O)[C@@H](C)C(=O)O[C@H]2[C@H]1Cl,x,x,x,3.5,x,x,-2.8%,-2.6%,-2.4%
COC(=O)c1ccccc1NC(=O)CN(C)Cc1ccccc1,2.6,-0.5,-1.3,4.2,2.6,0.5%,4.9%,1.2%,-10.6%
CCOc1ccc(C2C(C(=O)O)c3ccccc3C(=O)N2CCN2CCOCC2)cc1 (centres undefined),4.8,2.5,25.7,-3.4,-0.1,1.0%,3.3%,2.7%,0.3%
